PKA inh = blocks human protein kinase A activity; P17612; PKA Kemptide phosphorylation, Kinase-Glo ATP luminescence; inhibition, % at 6 µM; 65,000 compounds, 0.1% hits; AID 524;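 active means inhibition above the screen-wide mean inhibition plus 3 SD, cut at about 21% in these data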; further: many of its hits are not listed in these tables
Cdc25B block = human M-phase inducer phosphatase 2 inhibition; recombinant Cdc25B, OMFP fluorescence Ex485/Em525; inhibition, %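 (compounds tested at 10 µM final in the well)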; 65,000 compounds, 0.1% hits; in the data active means inhibition above about 50%
Target sequence (P30305 whole entry, looked up): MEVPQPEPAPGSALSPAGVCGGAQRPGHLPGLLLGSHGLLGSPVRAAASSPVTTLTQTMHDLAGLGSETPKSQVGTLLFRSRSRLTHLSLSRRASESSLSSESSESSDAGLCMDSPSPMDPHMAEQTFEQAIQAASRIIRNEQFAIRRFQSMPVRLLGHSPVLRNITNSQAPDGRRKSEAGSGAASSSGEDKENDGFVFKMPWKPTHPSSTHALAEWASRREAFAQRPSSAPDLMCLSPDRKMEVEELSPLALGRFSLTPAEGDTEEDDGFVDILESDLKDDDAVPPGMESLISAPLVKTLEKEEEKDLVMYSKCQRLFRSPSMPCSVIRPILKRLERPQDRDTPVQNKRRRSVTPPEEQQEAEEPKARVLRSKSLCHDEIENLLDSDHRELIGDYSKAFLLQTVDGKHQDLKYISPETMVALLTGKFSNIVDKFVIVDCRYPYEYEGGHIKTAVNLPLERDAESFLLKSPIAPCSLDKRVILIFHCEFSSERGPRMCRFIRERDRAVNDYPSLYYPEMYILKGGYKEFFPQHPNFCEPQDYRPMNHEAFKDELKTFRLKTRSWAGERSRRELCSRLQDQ
DUSP1 inh = human dual specificity phosphatase 1 inhibition; recombinant MKP-1, OMFP hydrolysis fluorescence; P28562; inhibition, %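 (compounds tested at a single concentration somewhere between 10 and 100 µM)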; 65,000 compounds, 0.15% hits;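 active means inhibition above about 50%, limit read from the data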;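 further: 0% = DMSO max control wells and 100% = wells with enzyme stopped by NaOH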
Target sequence (P28562 whole entry, looked up): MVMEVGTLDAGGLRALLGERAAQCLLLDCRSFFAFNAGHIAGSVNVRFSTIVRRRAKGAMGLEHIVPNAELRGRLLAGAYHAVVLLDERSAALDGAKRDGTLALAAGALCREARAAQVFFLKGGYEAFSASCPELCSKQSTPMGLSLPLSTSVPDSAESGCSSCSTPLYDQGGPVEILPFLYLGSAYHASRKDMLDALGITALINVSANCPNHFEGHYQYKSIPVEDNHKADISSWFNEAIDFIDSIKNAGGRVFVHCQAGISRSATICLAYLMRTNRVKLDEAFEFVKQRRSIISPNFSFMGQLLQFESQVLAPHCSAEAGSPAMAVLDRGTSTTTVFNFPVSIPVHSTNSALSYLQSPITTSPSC
A340 absorber = absorbance at 340 nm. compound absorbance at 340 nm, fold over control. fold change at 10 µM. 65,000 tested, under 10 active. AID 708;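 active means at 10 µM dose, initial 340 nm absorbance at least 2 fold that of control wells; inactive means change under 2 fold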;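 further: initial absorbance extrapolated from kinetic A340 decline of NADH oxidation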
Her2 expr inh = Her2 kinase expression inhibition; 65,000 compounds, 0.69% hits; SKBR-3 HER2 protein level, AlphaScreen, 18-24 h; hits give low values; HER2 level % of control, % at 10 µM; AID 645;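 active means HER2 level under 5% of the carrier-only control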;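 further: 100% = DMSO carrier and 0% = 500 nM PU-H71 HSP90 inhibitor; lower value means stronger loss of Her2 protein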
ROCK2 blocker = inhibitors of human Rho kinase 2. purified ROCK2, Kinase-Glo ATP depletion luminescence. inhibition, % at 6 µM. 60,000 compounds, 0.35% hits;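 active means inhibition above the screen-wide mean inhibition plus 3 SD, cut at about 18% in these data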;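 further: plate controls were DMSO wells for no effect and Y-27632 control wells after no-enzyme background subtraction for full effect; many of its hits are not listed in these tables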
Hsp90 block = displaces geldanamycin probe from tumor Hsp90; NCI-N417 lysate Hsp90, Cy3B-geldanamycin FP displacement; inhibition, % at 30 µM; P07900; 64,000 compounds, 0.35% hits; AID 429;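 active means inhibition above 50%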;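 further: 0% = tracer plus lysate wells and 100% = tracer alone without lysate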
Autofluor 339 = intrinsic fluorescence of library compounds, ex339/em460 – biochemical, MLSMR library, data from DPM-DC assay, artefact control, profiling panel. fluorescence fold increase at 10 µM. compound autofluorescence, ex339/em460 nm, NADH buffer; hits give high values; 1 = no-compound wells, NADH background. 65,000 compounds, 5.5% hits;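 active means at 10 µM, mean starting fluorescence two-fold or more over control wells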;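 further: signal is the first read of a kinetic run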
JNK3 inh = JNK3 (human) kinase inhibition. inhibition, % at 8 µM. 60,000 compounds, 0.61% hits. P53779. purified JNK3 kinase activity, HTS; in the data active means inhibition above about 17%;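 further: 0% = DMSO and 100% = reference inhibitor; many of its hits are not listed in these tables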
Active calls of the source: *; · = not tested or not shown; & = joins results of further samples. Only part of the results is shown, so the mix of outcomes need not match the whole.

The opening two entries (preview)
SMILES	PKA inh	Cdc25B block	DUSP1 inh	A340 absorber	Her2 expr inh	ROCK2 blocker	Hsp90 block	Autofluor 339	JNK3 inh
CCN(CC(=O)Nc1ccccc1C(=O)OC)S(=O)(=O)c1ccc(OC)cc1	-2	-9	-7	1	·	-2	-6	1.1	5
CCOC(=O)C1=C(C)Nc2ccccc2N=C1NC(=O)c1cccc(S(=O)(=O)N(C)C)c1	7	-6	27	1	104	4	-4	1.1	4

All compounds of this part, from the first entry:
SMILES	PKA inh	Cdc25B block	DUSP1 inh	A340 absorber	Her2 expr inh	ROCK2 blocker	Hsp90 block	Autofluor 339	JNK3 inh
CCN(CC(=O)Nc1ccccc1C(=O)OC)S(=O)(=O)c1ccc(OC)cc1	-2	-9	-7	1	·	-2	-6	1.1	5
CCOC(=O)C1=C(C)Nc2ccccc2N=C1NC(=O)c1cccc(S(=O)(=O)N(C)C)c1	7	-6	27	1	104	4	-4	1.1	4
COc1ccc(N(CC(=O)NCc2ccc3c(c2)OCO3)S(=O)(=O)c2c(C)nn(C)c2C)cc1	8	-14	5	1	17	-5	-1	1	-2
Cc1csc(SCC(=O)c2ccc(S(=O)(=O)N3CCOCC3)cc2)n1	10	-27	10	1	63	·	·	1.1	·
Cc1ccc(C)c(N2CCN(C(=O)CC3Sc4ccccc4NC3=O)CC2)c1 (stereo not drawn)	6	-9	42	1	89	3	1	1.1	-2
CCOC(=O)N1CCC(NC(=O)c2cc(S(=O)(=O)N3CCCC3)cn2C)CC1	-4	3	32	1	80	2	0	1.1	1
COc1ccc(C)cc1-n1nnnc1SCC(=O)N1CCC(C(=O)Nc2nccs2)CC1	9	-22	32	1	88	4	-3	1.2	5
O=C(CN1CCCCC1)NCCNC(=O)CN1CCCCC1	6	-9	-5	1	148	8	-3	1.1	-1
CC(C)(C)NC(=O)COC(=O)Cc1ccc(Cl)cc1	2	-2	18	1.1	113	·	3	1	·
CNC(=O)CSc1nnc(-c2cc3c(C)nn(-c4ccccc4)c3s2)n1C	2	-4	5	1	82	-2	-1	1.1	0
CCC(O)(CCN1CCCCC1)c1ccccc1 (stereo not drawn)	-5	-4	14	1	220	-1	3	1	2
COC(=O)c1ccc(C(c2c(N)n(Cc3ccccc3)c(=O)n(C)c2=O)N2CCOCC2)cc1 (stereo not drawn)	1	-2	19	0.99	76	-2	-2	0.96	-9
CCOC(=O)Nc1cc(OC)c(OC)cc1Cc1nccc2cc(OC)c(OC)cc12	7	-6	8	1	113	12	-7	1	6
Cn1cccc1Cc1nnc(SCC(=O)Nc2ccccc2F)n1CCc1ccccc1	4	-6	5	0.99	103	-1	-3	1	0
CCCn1c(=O)c2ccccc2n2c(SCC(=O)c3cc(C)n(CCOC)c3C)nnc12	1	-6	7	1	73	1	-3	1.1	4
CCN(C(=O)CCN1C(=O)c2ccccc2C1=O)C1CCCCC1	2	-8	-5	0.99	99	3	-6	1.1	1
CCOc1ccc(C(=O)N(CN2CCCC2=O)c2ccc(C)cc2)cc1	0	42	9	0.99	103	2	-1	1	1
O=C(CN1C2=NCCCN2c2ccccc21)c1ccc(Br)s1	8	1	-6	0.99	116	9	-21	1.1	2
Cn1c(=O)[nH]c(=O)c2c1nc(CN1CCN(c3ccccc3F)CC1)n2CCc1ccccc1	1	-16	19	1.1	98	-4	-1	1.1	4
COc1ccc(-c2nc(C#N)c(NCc3ccccc3Cl)o2)cc1	-3	-5	6	1.1	82	1	-1	3.1*	1
O=C(CSc1nnc(-c2ccco2)o1)NC1CCCCC1	·	-18	12	1	82	·	·	1.1	·
CCOc1ccc(N(CC(=O)Nc2ccc(F)c(F)c2)S(=O)(=O)c2c(C)noc2C)cc1	12	-12	-6	0.99	84	5	2	0.99	-8
CN1CCN(c2ccc(Cl)cc2NC(=O)c2nn(-c3ccccc3)c(=O)c3ccccc23)CC1	6	-11	5	1	185	4	-2	1	-2
CCN(CC)c1ccc(C(=O)n2cnc3ccccc32)cc1	10	-16	-10	1	68	8	-3	1.3	11

Record cards, as listed above. Order of screens: PKA inh	Cdc25B block	DUSP1 inh	A340 absorber	Her2 expr inh	ROCK2 blocker	Hsp90 block	Autofluor 339	JNK3 inh
CCN(C(=O)CCN1C(=O)c2ccccc2C1=O)C1CCCCC1 reads 2	-8	-5	0.99	99	3	-6	1.1	1
CCOC(=O)Nc1cc(OC)c(OC)cc1Cc1nccc2cc(OC)c(OC)cc12 reads 7	-6	8	1	113	12	-7	1	6
CN1CCN(c2ccc(Cl)cc2NC(=O)c2nn(-c3ccccc3)c(=O)c3ccccc23)CC1 reads 6	-11	5	1	185	4	-2	1	-2
CCOc1ccc(N(CC(=O)Nc2ccc(F)c(F)c2)S(=O)(=O)c2c(C)noc2C)cc1 reads 12	-12	-6	0.99	84	5	2	0.99	-8
O=C(CN1C2=NCCCN2c2ccccc21)c1ccc(Br)s1 reads 8	1	-6	0.99	116	9	-21	1.1	2

More compounds
SMILES	PKA inh	Cdc25B block	DUSP1 inh	A340 absorber	Her2 expr inh	ROCK2 blocker	Hsp90 block	Autofluor 339	JNK3 inh
COc1ccc(C(OC(=O)c2ccco2)C(=O)NCc2ccco2)cc1 (stereo not drawn)	-3	-5	-1	1	101	1	-3	1	2
COc1ccc(CN2C(=O)c3ccccc3C2C(=O)NCc2cccnc2)c(OC)c1 (stereo not drawn)	6	-13	5	1	113	4	-3	1.1	-3
CCCC1O[C@@H]2C[C@H]3[C@@H]4CCC5=CC(=O)C=C[C@]5(C)[C@H]4[C@@H](O)C[C@]3(C)[C@]2(C(=O)CO)O1 (stereo partly drawn)	-3	-5	-1	1	97	4	6&0	1	-1
Cc1occc1-c1nc(-c2ccccn2)no1	-10	-10	2	1	19	-30	-5	1.1	4
N#Cc1nc(Cc2ccccc2)oc1N1CCN(c2ccccc2)CC1	3	-9	-8	1	146	3	0	1.2	-1
CCOC(=O)c1ccc(COC(=O)c2nonc2N)cc1	12	-2	-15	0.99	106	8	-3	1	-2
CCCCCCN=CC1=C(O)CC(C)(C)CC1=O	-6	-3	-12	0.99	78	0	-7	1.1	-5
CCc1nnc(NC(=O)CSc2nnc(-c3ccccc3NC(=O)c3ccccc3)o2)s1	6	-14	6	1.1	59	16	0	2.1*	-1
O=C(CCc1ccccc1)OCCN1CCOCC1	2	-21	-4	1	137	-4	-5	1.1	3
CCOc1cc(NC(=O)c2ccccn2)c(OCC)cc1NC(=O)CC(C)C	4	18	-2	1	57	2	34	1.1	-8
CCOC(=O)CSc1nc(N)cc(=O)[nH]1	-3	2	-5	0.98	99	0	-2	1.1	4
COc1ccc(CCNC(=O)CSc2nnnn2Cc2ccc3c(c2)OCO3)cc1OC	1	-3	36	0.98	92	5	1	1.1	2
Cc1ccc(-c2nc3ncccc3o2)cc1NC(=O)Cc1ccc(Cl)cc1	8	-6	7	1	101	4	-5	1.3	-1
CC1(C)CC(=O)C2=C(C1)N(Cc1ccco1)C(=O)C2(O)C(F)(F)F (stereo not drawn)	1	14	-12	1	104	-4	4	1.1	4
C=CCNc1nnc(SC2CC(=O)N(c3ccc(OC)cc3)C2=O)s1 (stereo not drawn)	2	-1	-11	1	89	5	-3	1.1	0
O=C(NC1CC2CCCC(C1)N2C(=O)NC1CCCCC1)c1ccccc1 (stereo not drawn)	6	-8	-6	1	90	0	-5	1.1	3
O=C(NCC1CCCO1)c1ccc2c(c1)OCO2 (stereo not drawn)	5	-10	9	1	76	1	-5	1.1	-5
CCC1CCCCN1C(=O)Cn1c(C(=O)OC)cc2ccsc21 (stereo not drawn)	-5	-3	8	1	86	-3	2	1.1	7
CCCOc1ccc(-c2cnc(SCC(N)=O)nc2N)cc1	7	1	23	1	88	7	-4	1.1	0
CS(=O)(=O)Nc1ccc(C(=O)NC2CCCC2)cc1	0	-10	0	1.1	122	1	0	1.1	-8
CCNS(=O)(=O)c1cc(S(C)(=O)=O)ccc1Cl	3	-9	2	1.1	73	-5	1	1.1	0
CCN(CC)C1CC(=O)N(c2cccc(C)c2)C1=O (stereo not drawn)	-5	-7	-1	1	103	0	-1	1.1	-6
COc1cccc(NC(=O)CSc2nnc(-c3cc(-c4ccccn4)nc4ccccc34)o2)c1	7	-6	23	1	104	2	-5	1.2	0
CCC(=O)Nc1nc(CC(=O)Nc2ccccc2)cs1	5	-3	-5	0.99	68	1	-2	1	1

Records above shown as hits in Autofluor 339.
smiles	PKA inh	Cdc25B block	DUSP1 inh	A340 absorber	Her2 expr inh	ROCK2 blocker	Autofluor 339	JNK3 inh
COc1ccc(-c2nc(C#N)c(NCc3ccccc3Cl)o2)cc1	-3	-5	6	1.1	82	1	3.1*	1
CCc1nnc(NC(=O)CSc2nnc(-c3ccccc3NC(=O)c3ccccc3)o2)s1	6	-14	6	1.1	59	16	2.1*	-1

More structures follow:
SMILES	PKA inh	Cdc25B block	DUSP1 inh	A340 absorber	Her2 expr inh	ROCK2 blocker	Hsp90 block	Autofluor 339	JNK3 inh
CCOC1(NC(=O)c2ccccc2)C(C)=CC(=O)C=C1C	6	-19	9	0.98	89	6	0	0.92	1
CC(C(=O)c1ccccc1)n1cnc2ccccc2c1=O (stereo not drawn)	7	-10	-1	0.99	109	5	-1	1	7
CCCCOc1cccc(C(=O)O)c1	0	-1	11	1	135	6	1	0.83	-4
CC1(C)CC2CC(C)(CN2C(=O)CCCN2C(=O)c3ccccc3C2=O)C1 (stereo not drawn)	-5	1	8	1	104	1	-1	1.1	6
CCc1cc2c(=O)c(-c3cnn(-c4ccccc4)c3)coc2c(CN2CCOCC2)c1O	0	-5	6	0.97	86	-3	-5	2.9*	-3
Cc1cc(C)cc(OCc2nnc(SCC(=O)Nc3ccccc3)o2)c1	0	1	2	1.1	116	0	-1	1.1	-4
N#CC1=C(N)OC2=C(C(=O)CCC2)C1C1C=CCCC1 (stereo not drawn)	4	-1	-7	1	90	3	-4	1.1	7
Cc1ccccc1C(=O)NC1CCN(Cc2nnnn2Cc2ccc(F)cc2)CC1	0	0	1	1	83	2	-1	1.1	-4
CC1(C)CC(=O)C=C(Nc2cc(-c3ccccc3)[nH]n2)C1	1	-6	12	1.1	48	·	·	1.1	·
N/C(=N\c1nc2c(c(=O)[nH]1)CCCC2)Nc1ccccc1	4	-16	-23	0.98	102	8	-1	0.91	8
O=C(CC1Sc2ccccc2NC1=O)Nc1cccc(C(=O)O)c1 (stereo not drawn)	6	-2	1	1	107	-5	1	1.1	3
COc1cc2c(cc1OC)C(c1cccs1)NCC2 (stereo not drawn)	12	-14	0	1	62	·	·	1.1	·
CC(C)COc1nc2ccccc2nc1C(C#N)C(=O)NC1CCCCC1 (stereo not drawn)	6	0	-16	1	102	4	7	1	-2
CCCCC(=O)Nc1cccc(-c2nn3c(C)nnc3s2)c1	4	2	4	1.1	107	4	-3	1.1	-1
COc1ccc(C2/C(=C(/O)c3ccccc3)C(=O)C(=O)N2c2ncccn2)cc1OC (stereo not drawn)	5	2	-6	1	74	8	-3	1	-1
COc1cc(C(=O)N(Cc2cc3ccccc3[nH]c2=O)CC2CCCO2)cc(OC)c1OC (stereo not drawn)	-5	1	-11	1	70	6	-4	1.3	0

Assay outcomes deposited in PubChem by several laboratories.
